FBW7 act: activators of human E3 ligase FBW7. Q969H0. AlphaScreen FBW7–phospho-cyclin E peptide binding, activator screen. normalized activity (activation), % at 26.1 µM. 650,000 tested, 0.13% active. AID 1259310; in the data active means normalized activity above about 1.9%;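 further: purified mutant Fbw7 with reduced substrate affinity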
MITF primary: inhibitors of human MITF. AlphaScreen MITF homodimerization, bead proximity signal. O75030. AID 1259374. inhibition, % at 2.6 µM. 650,000 tested, 0.91% active; in the data active means inhibition above about 50%;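 further: 0% = vehicle wells with protein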
Target sequence (O75030 whole entry, looked up): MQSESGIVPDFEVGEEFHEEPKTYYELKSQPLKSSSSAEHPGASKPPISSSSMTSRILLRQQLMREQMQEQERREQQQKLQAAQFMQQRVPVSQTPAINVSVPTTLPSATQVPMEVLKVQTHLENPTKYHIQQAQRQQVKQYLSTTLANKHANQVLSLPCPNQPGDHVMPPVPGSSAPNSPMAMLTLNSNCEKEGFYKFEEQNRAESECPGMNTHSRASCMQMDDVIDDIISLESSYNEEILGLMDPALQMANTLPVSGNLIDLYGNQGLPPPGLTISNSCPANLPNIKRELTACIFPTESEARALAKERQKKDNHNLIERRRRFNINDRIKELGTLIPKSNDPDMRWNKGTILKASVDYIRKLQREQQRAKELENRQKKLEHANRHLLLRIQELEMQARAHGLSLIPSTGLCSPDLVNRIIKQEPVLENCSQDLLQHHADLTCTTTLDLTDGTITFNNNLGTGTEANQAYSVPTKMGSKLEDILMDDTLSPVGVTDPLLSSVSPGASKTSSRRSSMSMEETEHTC
TEAD-YAP inh: TEAD-YAP interaction inhibition; HEK-TIYL cells, TEAD-Gal4/YAP UAS-luciferase luminescence; inhibition, % at 9.12 µM; 640,000 tested, 1.4% active; in the data active means inhibition above about 32%;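 further: 0% = median of test compound wells and 100% = reference inhibitor wells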
GPR151 ag: activators of human GPR151 | activation, % at 11.2 µM | PathHunter beta-arrestin GPR151 cells, luminescence | AID 1508602 | Q8TDV0 | 650,000 tested, 1% active; in the data active means activation above about 4.9%;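 further: 0% = median of compound wells and 100% = cells with positive control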
Target sequence (Q8TDV0 whole entry, looked up): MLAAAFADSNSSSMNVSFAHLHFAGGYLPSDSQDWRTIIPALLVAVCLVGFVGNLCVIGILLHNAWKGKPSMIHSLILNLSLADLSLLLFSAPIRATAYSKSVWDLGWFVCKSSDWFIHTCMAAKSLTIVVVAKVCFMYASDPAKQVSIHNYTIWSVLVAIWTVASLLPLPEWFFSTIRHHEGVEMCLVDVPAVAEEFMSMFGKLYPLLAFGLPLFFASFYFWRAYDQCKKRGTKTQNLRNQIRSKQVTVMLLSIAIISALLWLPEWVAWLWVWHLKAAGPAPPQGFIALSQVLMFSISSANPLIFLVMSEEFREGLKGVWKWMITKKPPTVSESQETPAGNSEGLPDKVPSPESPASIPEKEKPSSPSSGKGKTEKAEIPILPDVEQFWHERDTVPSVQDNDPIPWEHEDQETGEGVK
Starred values were filed as active, the others as inactive. Not a hit list. About 3.5% of those tested had a hit in this group.

SMILES	FBW7 act	MITF primary	TEAD-YAP inh	GPR151 ag
O=C1CCCC/C1=C/Nc1ccc(S(=O)(=O)Nc2nccs2)cc1	-0.4	16.9	-1.7	0.0
Cc1ccc(C2C(C(=O)O)c3ccccc3C(=O)N2C)o1 (configuration not stated)	-0.1	-7.2	4.6	1.4
O=C(Nc1cccc(Cl)c1)c1ncn(-c2ccccc2)n1	-0.3	-0.9	-57.6	-1.8
CCCOc1ccc(/C=C(\C#N)C(=O)Nc2ccc(OC)cc2)cc1	0.0	5.2	2.1	-0.4
O=C(OCc1ccccc1F)c1ccc(NCCc2ccc(Cl)cc2)c(S(=O)(=O)Nc2cccc(C(F)(F)F)c2)c1	0.0	1.0	7.5	1.0
Cc1cc(C)c2c(N)c(S(=O)c3ccc(C(C)(C)C)cc3)sc2n1 (configuration not stated)	0.0	-2.1	3.7	-1.3
O=C(NCCCN1CCCC1=O)c1cccc(Nc2ccccc2)c1	0.0	8.8	-9.3	0.1
c1ccc(OCCn2cnc3ccccc32)cc1	-0.1	-1.1	-9.7	2.5
CC(C)COc1ccc(C(=O)OCC(=O)Nc2ccccc2C#N)cc1	0.1	4.1	5.5	3.4
COC(=O)c1c(NC(=O)c2cccc(F)c2)sc2c1CCCC2	0.2	-0.7	9.5	-0.1
c1nc(Nc2ccc3cn[nH]c3c2)c2ccsc2n1	0.0	-2.4	-57.7	-1.8
O=C(Nc1ccccc1)c1ccc2nc(NC(=O)C34CC5CC(CC(C5)C3)C4)sc2c1	-0.1	-2.5	-1.1	0.7
CCCN/C(C)=C/c1nsc(Nc2ccc(Cl)c(Cl)c2)n1	0.0	16.7	-0.7	-1.1
COCCNC(=O)c1ccc2c(=O)n(C3CCCC3)c(=S)[nH]c2c1	0.1	2.6	9.0	-0.5
CCN(C(=O)C12CCC(C)(C(=O)O1)C2(C)C)c1cccc(C)c1 (configuration not stated)	-0.2	0.5	3.8	0.1
CCCSCCCNC(=O)Cn1cccc1C(=O)c1ccccc1C	-0.3	3.4	2.3	-0.1
CC1CCCCC1NC(=O)Cn1nc2n(C)c3ccccc3n2c1=O (configuration not stated)	-0.1	1.2	11.5	-1.2
COC(=O)c1c(NC(=O)/C=C/C(=O)O)sc2c1CCC(C(C)(C)C)C2 (configuration not stated)	-0.2	13.1	30.5	0.7
CC(C)C(=O)Nc1ccc(C(=O)NNC(=O)c2cccs2)cc1	0.0	2.5	-9.9	-2.2
O=S(=O)(c1ccc2c(c1)OCCO2)N1CCN(c2cccc(C(F)(F)F)c2)CC1	0.1	17.9	17.8	0.8
CCC(=O)Nc1nc2c(s1)C(=O)CC(C(=O)N(C)C(C)C)C2 (configuration not stated)	-0.1	10.2	0.3	0.0
Nc1nnc(COc2ccc(Br)cc2Br)s1	0.1	-8.6	-15.6	0.8
O=C(Cn1nc(C(=O)O)c2ccccc2c1=O)NCc1ccccc1	-0.1	5.7	-2.6	-2.4
COc1ccc(OC)c(C(C)NC(=O)c2ccccc2Br)c1 (configuration not stated)	0.1	6.4	10.0	-0.2
COc1ccc(OC)c2c(N)c(C#N)c(C(F)(F)C(F)(F)F)nc12	0.0	11.1	5.0	0.2
COc1ccc(C2C(C(=O)Nc3cc(OC)c(OC)c(OC)c3)c3ccccc3C(=O)N2Cc2ccc(F)cc2)cc1 (configuration not stated)	-0.2	-2.5	0.4	0.8
O=C1NCCN(Cc2cccs2)C1CC(=O)N(Cc1ccccc1)CC1CCC1 (configuration not stated)	0.1	-0.5	2.0	0.5
COc1ccc(C(=O)NCc2cccc(F)c2)cc1OC1CCN(C(C)=O)CC1	0.0	4.3	1.3	1.2
N#Cc1c(/N=c2\oc3ccccc3cc2C(=O)Nc2ccccc2F)sc2c1CCCC2	0.2	9.9	-2.2	-0.4
CCc1ccc(N2C(=O)NC(=O)/C(=C/c3cccs3)C2=O)cc1	-0.1	0.7	-2.0	-0.1
CC(C)CCNC(=O)c1nnc(Cc2cccc(Cl)c2)o1	0.3	-0.9	1.2	0.2
CN1CCN(c2ccc(-c3cc(NCCOc4ccccc4)ncn3)cc2)CC1	-0.1	15.2	-51.6	-2.0
CCOC(=O)N1CCC(NC(=O)CC2Oc3ccc(Cl)cc3NC2=O)CC1 (configuration not stated)	-0.1	1.8	-3.0	-0.9
CCC(=O)N1CCN=C1SCc1ccccc1Cl	-0.1	-3.0	0.1	0.1
COCC(=O)NC(CC(C)C)c1nnc2n1CCN(Cc1ccc(C(C)C)cc1)CC2 (configuration not stated)	0.3	9.0	8.8	2.3
N#Cc1ccc(NC(=O)CSc2ccc(Cl)cc2)cc1	0.1	15.7	-9.4	-0.3

Arranged by length of the SMILES (low to high): some entries from above
SMILES	FBW7 act	MITF primary	TEAD-YAP inh	GPR151 ag
CC1CCCCC1NC(=O)Cn1nc2n(C)c3ccccc3n2c1=O (configuration not stated)	-0.1	1.2	11.5	-1.2
CCC(=O)Nc1nc2c(s1)C(=O)CC(C(=O)N(C)C(C)C)C2 (configuration not stated)	-0.1	10.2	0.3	0.0
Cc1cc(C)c2c(N)c(S(=O)c3ccc(C(C)(C)C)cc3)sc2n1 (configuration not stated)	0.0	-2.1	3.7	-1.3
N#Cc1c(/N=c2\oc3ccccc3cc2C(=O)Nc2ccccc2F)sc2c1CCCC2	0.2	9.9	-2.2	-0.4
O=C(Nc1ccccc1)c1ccc2nc(NC(=O)C34CC5CC(CC(C5)C3)C4)sc2c1	-0.1	-2.5	-1.1	0.7

Later entries:
SMILES	FBW7 act	MITF primary	TEAD-YAP inh	GPR151 ag
Cc1ccc(N2C(=O)CC(NCc3ccc(Cl)cc3)C2=O)cc1Cl (configuration not stated)	-0.1	13.5	10.0	-0.7
Cc1ccc(C2CC(C(F)(F)F)n3nc(C(N)=O)cc3N2)cc1 (configuration not stated)	0.0	16.0	4.3	0.0
COCCn1c(=NC(=O)c2ccc(Cl)s2)sc2cc(S(N)(=O)=O)ccc21	0.2	16.4	3.9	-1.1
COc1ccc(/C=N/n2cn[nH]c2=S)cc1	0.1	48.2	2.9	0.1
COc1cccc(/C=C/C(=O)OCC(=O)N(C(C)C)C(C)C)c1	0.1	-12.9	-2.5	-1.3
CCOc1ccc(OCC(=O)Nc2cccc(C(=O)O)c2)cc1	0.0	1.1	3.6	4.8
CCOCCCNS(=O)(=O)c1ccc(S(=O)(=O)N2CCCCCC2)cc1	0.1	5.9	-1.5	0.3
O=C(c1cnccn1)N1CCC[C@@H]2CN(Cc3ccc(F)cc3)CC[C@H]21	0.3	15.2	10.5	-0.8
Cc1ccc(-c2csc(N)c2C(N)=O)cc1C	0.6	32.6	-5.8	-0.4
CCOC(=O)c1c(N2C(=O)CC(Sc3ccccc3C(=O)O)C2=O)sc(C)c1C (configuration not stated)	-0.3	-12.9	-8.9	-0.9
Cn1c2c(c(=O)n(C)c1=O)C(C(F)(F)F)(C(F)(F)F)N=C(c1ccco1)N2	0.0	-1.6	-6.0	0.7
COC(=O)C1=CN(C)C=C(C(=O)OC)C1c1ccc(C(C)C)cc1	0.0	2.7	4.3	2.5
O=C(OCc1ccc([N+](=O)[O-])cc1)C1CCN(S(=O)(=O)c2ccccc2)CC1	-0.2	-0.8	11.1	1.6
CCOCCC(=O)Nc1cc(S(=O)(=O)N(CC)CC)ccc1OC	-0.2	-0.7	-12.6	0.0
O=C(NC(=O)C1CCN(CCOc2ccccc2)CC1)Nc1ccc(F)cc1F	0.0	16.3	9.3	0.1
CCc1nc(C)cn1S(=O)(=O)c1cc(Br)ccc1OC	0.0	0.5	1.8	-0.5
CC(=O)N(c1ccc(Br)cc1)N1C(=O)C(c2ccccc2)c2ccccc21 (configuration not stated)	-0.2	1.6	0.3	2.0
Cc1ccc(N/C(SCc2ccc(Cl)cc2)=C(/C#N)C(N)=O)cc1C	0.0	4.5	10.2	0.0
Cc1[nH]c2ccccc2c1SCCNC(=O)c1ccccc1F	-0.1	-8.1	-15.4	0.1
COC(=O)c1ccccc1N1C(=O)C2C3c4ccccc4C(C)(c4ccccc43)C2C1=O (configuration not stated)	-0.2	-6.1	4.7	0.9
CC1=CC(C)(C)N(C(=O)Nc2cccc(Cl)c2)c2ccc(C)cc21	-0.1	6.0	0.0	-0.8
CC(C)c1[nH]nc2c1C1(C(=O)Nc3ccc(F)cc31)C(C#N)=C(N)O2 (configuration not stated)	0.0	4.7	-6.7	0.3
CC(=O)Nc1ccc(CNCC(C)C)cc1	0.0	-3.5	4.7	1.5
COC(=O)c1ccccc1NC(=O)CCN1C(=O)c2cccc([N+](=O)[O-])c2C1=O	1.0	5.1	-1.9	-1.9
CCc1cccc(NS(=O)(=O)c2cc(Br)cc3c2N(C(C)=O)CC3)c1	0.0	-7.4	2.2	0.5
CCOC(=O)C1CCCN(c2ncnc3c2cnn3-c2ccc(Cl)cc2)C1 (configuration not stated)	-0.1	-10.8	30.8	-4.2
NNC(=O)c1c(NC(=O)c2ccccc2)sc2c1CCCCC2	0.8	14.8	-20.2	-0.5
CCCN1C(=O)/C(=C/c2ccc(OC)cc2)NC1=S	-0.1	14.5	7.1	2.3
O=C(NC1CC1)c1cc(-c2ccccc2)n[nH]1	0.3	15.0	-7.6	-0.3
O=c1[nH]c(=O)n(-c2ccccc2)c(O)c1/C=N/c1nnc(-c2ccccc2)s1	0.0	-5.0	8.7	2.1
O=C(CCC1=NS(=O)(=O)c2cc(Br)cnc2N1)NCc1ccccn1	0.8	14.8	-3.0	-0.2
CCN1CNC(=S)N(c2ccc(C)cc2C)C1	-0.1	7.3	3.8	-0.5
COc1ccc(-c2noc(CN(C(=O)COc3cccc(C)c3C)C(C)C)n2)cc1	-0.1	1.7	-12.1	0.6
O=C(CCc1nnc(-c2ccccc2)o1)NCCc1ccccc1Cl	0.0	-4.6	-37.1	-0.9
CCc1cc(CNC(=O)CC2C(=O)NCCN2CC2CCCCC2)on1 (configuration not stated)	0.2	-1.6	1.0	-0.7
Cc1cc(C(=O)COC(=O)c2ccc(CO)cc2)c(C)n1CC1COc2ccccc2O1 (configuration not stated)	-0.1	-0.6	-1.0	0.2
COc1ccccc1C1C=C(c2ccc(Cl)cc2)Nc2nnnn21 (configuration not stated)	0.0	0.0	-15.8	0.7
O=C(CSc1ncccc1C(=O)O)NC1CCCCCCC1	0.3	11.0	15.6	-1.6
COc1ccccc1NC(=O)CC(c1ccc(OC)c(OC)c1)N1Cc2ccccc2C1=O (configuration not stated)	0.1	-3.5	-4.4	-0.2
O=C1C2C(c3ccccc3)C=CC(c3ccccc3)C2C(=O)N1c1cccc(O)c1 (configuration not stated)	-0.4	-4.0	-0.3	0.2
CCN(CC)S(=O)(=O)c1ccc(NCc2ccccn2)nc1	0.1	19.2	-0.5	-1.2
O=C1C2C(C(=O)N1c1ccccc1F)C1C=CC2C12CC2 (configuration not stated)	0.5	14.1	4.2	0.2
COc1ccccc1CNS(=O)(=O)c1ccc2oc(C(=O)O)c(C)c2c1	0.8	1.2	3.6	1.0
COc1cc2nc(NC3CCN(Cc4ccccc4)CC3)nc(NCCCN3CCCC3=O)c2cc1OC	-0.2	-2.5	-5.0	1.3
O=C(Nc1ccccn1)c1cccc(I)c1	0.0	10.5	-55.9	0.6
Cc1ccccc1/C=C1\N=C(c2cccc(F)c2)OC1=O	0.1	12.4	-4.1	-0.9
COc1cccc(N2C(=O)C3CCCN3C2c2ccc(F)cc2)c1 (configuration not stated)	-0.2	7.5	4.6	1.1
CCc1cc2cc3c(cc2nc1SCC(=O)O)OCCO3	-0.1	-1.2	-20.1	-0.4
Cc1c(NS(=O)(=O)c2cccc(S(C)(=O)=O)c2)c(=O)n(-c2ccccc2)n1C	0.0	0.6	3.5	-0.5
COC(=O)c1cc(Oc2ccc(C(=O)OC)cc2N)cc(C(=O)OC)c1	0.6	14.9	-8.4	-0.4
COc1ccc(N2C(=O)c3ccc(Oc4ccc(NC(=O)CCS(=O)(=O)c5ccc(Br)cc5)cc4)cc3C2=O)cc1	0.4	8.6	7.1	0.1
CCCN1CCC(NCc2ccc3c(c2)OCO3)C(c2ccccc2)C1 (configuration not stated)	-0.1	10.2	-3.5	0.1
O=C(/C=C/c1ccccc1)Nc1cc(C(=O)N2CCN(c3ccc([N+](=O)[O-])cc3)CC2)ccc1N1CC2CC(C1)c1cccc(=O)n1C2 (configuration not stated)	0.0	-6.7	-2.6	0.8
CN(C)c1ccc(/C=N/N/C(=N/c2ccccn2)c2ccccn2)cc1	0.1	8.8	-11.0	-0.6
CCCCNc1cc(NC(C)=O)cc2cc(OC)c(OC)cc12	0.5	2.0	-0.8	-2.0
COc1cccc(CC2(C3CCN(CC(C)c4ccccc4)CC3)NC(=O)N(C)C2=O)c1 (configuration not stated)	0.4	11.6	-8.6	-1.0
O=C(CSc1nnc(-c2c[nH]c3ccccc23)n1-c1ccc(F)cc1)N1CCOCC1	0.2	5.9	0.2	0.0
O=C(NN(C(=O)c1ccc(F)cc1)c1nc2ccccc2s1)c1ccc(F)cc1	0.7	7.2	-3.0	-0.5
COc1ccc(N2CC(O)=C(c3nc4ccccc4c(=O)[nH]3)C2=N)cc1	0.0	-7.1	0.4	0.2
CCOC(=O)C(=CNc1ccc2c(c1)c1ccccc1n2CC)C(=O)OCC	0.2	11.3	12.2	0.3
O=C(Cn1cnc([N+](=O)[O-])n1)Nc1ccc(N2CCOCC2)c(Cl)c1	0.1	16.4	7.1	2.7
COc1cc(/C=C/C(=O)Nn2c(-c3cccs3)nc3ccccc3c2=O)cc(OC)c1OC	0.1	8.7	-4.1	-0.5
COc1ccc(/C=N\NC(=O)Cc2nnc(N)s2)cc1	-0.5	1.5	-4.9	0.7

Reprinted at random: 2 records from the list.
SMILES	FBW7 act	MITF primary	TEAD-YAP inh	GPR151 ag
COc1ccc(/C=N\NC(=O)Cc2nnc(N)s2)cc1	-0.5	1.5	-4.9	0.7
CCOC(=O)C(=CNc1ccc2c(c1)c1ccccc1n2CC)C(=O)OCC	0.2	11.3	12.2	0.3

Screens (PubChem)
